Bioassay records (PubChem)
POLH inh: blocks human DNA polymerase eta activity. hit rate 1.2% among 390,000. Potency, µM (titrated, usually from 114 µM), without a hit: top-dose activity change, negative = inhibition, usual class: inhibitors. AID 588591. Q9Y253. recombinant Pol eta, fluorescent DNA replication assay; further: potency means the concentration at half of the fitted maximal effect; on the % scale 0 is the no-effect control and ±100 the full control effect
Target sequence (Q9Y253 whole entry, looked up): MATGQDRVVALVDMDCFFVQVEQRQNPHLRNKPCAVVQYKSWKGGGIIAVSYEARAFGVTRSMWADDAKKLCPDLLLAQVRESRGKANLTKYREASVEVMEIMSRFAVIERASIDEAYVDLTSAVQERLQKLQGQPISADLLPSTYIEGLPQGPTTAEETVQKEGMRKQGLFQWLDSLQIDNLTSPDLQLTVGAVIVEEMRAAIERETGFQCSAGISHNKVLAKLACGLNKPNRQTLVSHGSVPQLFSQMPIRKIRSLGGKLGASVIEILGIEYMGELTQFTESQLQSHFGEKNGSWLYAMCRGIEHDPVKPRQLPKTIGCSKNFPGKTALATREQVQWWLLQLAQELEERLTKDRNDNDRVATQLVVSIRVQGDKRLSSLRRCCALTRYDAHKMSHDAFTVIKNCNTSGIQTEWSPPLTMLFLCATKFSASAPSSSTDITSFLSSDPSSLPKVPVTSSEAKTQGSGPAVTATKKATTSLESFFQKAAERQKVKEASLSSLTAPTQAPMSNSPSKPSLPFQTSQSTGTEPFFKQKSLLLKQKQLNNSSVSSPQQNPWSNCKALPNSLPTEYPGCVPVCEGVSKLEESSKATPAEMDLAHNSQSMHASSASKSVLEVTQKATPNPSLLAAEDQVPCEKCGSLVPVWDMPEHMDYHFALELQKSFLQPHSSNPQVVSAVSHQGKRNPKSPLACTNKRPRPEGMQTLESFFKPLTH
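Fluorescent replication assay: 50 nM final substrate added after a 15 min room-temperature compound preincubation with 10 nM enzyme. Signal taken at 0 min and again at 10 min.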
BAZ2B block: BAZ2B (human) inhibition; AlphaScreen BAZ2B-H3K14Ac peptide displacement; Potency, µM (top dose mostly 114 µM), for inactives: at the top dose activity change, negative = inhibition, actives largely listed as inhibitors; hit rate 4.4% among 360,000; AID 504333; further: potency means the concentration at half of the fitted maximal effect; on the % scale 0 is the no-effect control and ±100 the full control effect; nearly all actives have a fitted effect of over 60% in size
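Inhibition is scored as reduced AlphaScreen emission. The BAZ2B/b-H3(5-23)K14Ac complex (50 nM each) in PBS pH 7.4, 0.01% Tween-20 meets compound (up to 110 uM) for 30 min at RT before bead addition.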
PI4K2A block: inhibitors of human PI4K2A. activity change, negative = inhibition, % at 76.9 µM. Q9BTU6. purified PI4K2A, ADP-Glo luminescence, 1 h; active compounds read low. hit rate 0.13% among 420,000; in the data active means activity change below about -50%; inconclusive means mostly about -30% to -49%;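 further: -100% = wells without enzyme as full effect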
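Compounds are screened against recombinant PI4K2A using PI as substrate and ATP, the latter dispensed at 300 microM. Reactions run one hour at ambient temperature before ADP-Glo detection; full inhibition defined by wells lacking enzyme.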
HP1b chromo inh: blocks HP1-beta chromodomain binding to methylated histone tails. hit rate 0.56% among 390,000. Potency, µM (series often up to 114 µM), for the others: at the highest dose activity change, negative = inhibition, most hits filed as inhibitors. AlphaScreen HP1-beta / biotin-H3K9me3 peptide binding; further: potency means the concentration at half of the fitted maximal effect; nearly all actives have a fitted effect of over 70% in size; inactives centre near 23
Target sequence (P83916 whole entry, looked up): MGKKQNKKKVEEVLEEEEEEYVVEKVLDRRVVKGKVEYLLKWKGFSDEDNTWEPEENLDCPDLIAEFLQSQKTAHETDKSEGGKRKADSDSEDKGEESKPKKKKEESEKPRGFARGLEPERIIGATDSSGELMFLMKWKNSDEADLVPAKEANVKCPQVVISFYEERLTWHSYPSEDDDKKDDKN
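Compound inhibition of the preformed complex between 50 nM HP1-beta and 50 nM biotinylated H3K9me3 peptide was read by AlphaScreen. Buffer was PBS pH 7.4 with 0.01% Tween-20. Incubations ran 30 min at room temperature, with 10 ug/mL donor/acceptor beads.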
GLS inhibitor: inhibitors of human glutaminase (GLS). GLS enzymatic activity, qHTS titration. Potency, µM (highest dose often 45.5 µM), for inactives: at the highest dose activity change, negative = inhibition, hits mostly inhibitors. AID 624170. O94925. hit rate 0.21% among 410,000; further: potency means the concentration at half of the fitted maximal effect; on the % scale 0 is the no-effect control and ±100 the full control effect
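Read-out is an Amplex red fluorescence increase coupled through glutamate oxidase and HRP, measured before and after 30 min room-temperature incubation. hKGA is in 45 mM KH2PO4 (pH 8.2) with 0.02% Tween-20; glutamine added as 1mM solution.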
Tb PGK inh: blocks T. brucei phosphoglycerate kinase; hit rate 0.043% among 380,000; P07378; Potency, µM (titrated, usually from 57.5 µM), without a hit: at the highest dose activity change, negative = inhibition, hits mostly inhibitors; PGK/GAPDH coupled, Kinase-Glo luminescence, 60 min; further: potency means the concentration at half of the fitted maximal effect; on the % scale 0 is the no-effect control and ±100 the full control effect; nearly all actives have a fitted effect of over 60% in size
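Recombinant glycosomal PGK reaction used 1,3-bisphosphoglycerate generated in-well by GAPDH (100nM final) in 100mM TEA pH 7.6, 5mM MgCl2, 0.01% Tween-20. After 60 minutes at room temperature, ATP was read by Kinase-Glo Plus luminescence end-point.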
JMJD2A Tudor inh: blocks the human JMJD2A Tudor domain; AlphaScreen JMJD2A-Tudor / H3K4me3 peptide binding; O75164; Potency, µM (highest dose often 114 µM), for inactives: top-dose activity change, negative = inhibition, hits mostly inhibitors; hit rate 4.4% among 390,000; further: potency means the concentration at half of the fitted maximal effect; on the % scale 0 is the no-effect control and ±100 the full control effect; nearly all actives have a fitted effect of over 50% in size
G9a inh: blocks human histone lysine methyltransferase G9a; G9a H3K9 monomethylation, AlphaScreen, 2 h; Potency, µM (highest dose often 102 µM), for inactives: top-dose activity, negative = inhibition, hits mostly inhibitors; Q96KQ7; hit rate 8.8% among 350,000; further: potency means the concentration at half of the fitted maximal effect; on the % scale 0 is the no-effect control and ±100 the full control effect; nearly all actives have a fitted effect of over 75% in size
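Signal arises when biotinylated H3K9 peptide, once monomethylated, bridges streptavidin donor and antibody-captured acceptor beads. Enzyme at 20 nM was preincubated 15 min with test compounds; peptide 500 nM and SAM 20 uM then reacted for 2 h.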
Pin1 inh: inhibitors of human Pin1 | Q13526 | Potency, µM (highest dose often 115 µM), for the others: at the top dose activity, negative = inhibition, usual class: inhibitors | Pin1 FP peptide displacement, HiFluor488, 10 min | AID 504891 | hit rate 0.009% among 390,000; active means well fitted inhibition curve with a large enough effect in the polarisation, with a control signal flat, not every such curve was filed as active; inconclusive means small, poorly fitted or top-dose-only effect, or effect the other way, or a change in a side signal; inactive means no such curve, though single readings can be large or run the other way; the % refers to the polarisation; further: potency means the concentration at half of the fitted maximal effect; on the % scale 0 is the no-effect control and ±100 the full control effect
Target sequence (Q13526 whole entry, looked up): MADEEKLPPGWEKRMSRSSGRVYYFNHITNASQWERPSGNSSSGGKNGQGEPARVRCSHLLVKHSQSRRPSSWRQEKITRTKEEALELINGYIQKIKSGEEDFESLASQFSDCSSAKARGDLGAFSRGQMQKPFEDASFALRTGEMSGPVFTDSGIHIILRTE
An asterisk follows results filed as active; i = inactive; ? = inconclusive; / = not tested or not shown; & = joins results of further samples; ! = not active in a repeat; [ ] = dose if it differs, or a comment. Unless noted, the call rests on the fitted dose curve; in most records, active means well fitted curve in the direction sought with a large enough effect; inconclusive means small, poorly fitted or top-dose-only effect, or another doubt; inactive means no such curve, though single readings can be large; an effect the other way counts as inactive or inconclusive. An excerpt, so the mix of outcomes need not match the whole.

Every second line gives: POLH inh, BAZ2B block, PI4K2A block, HP1b chromo inh, GLS inhibitor, Tb PGK inh, JMJD2A Tudor inh, G9a inh, Pin1 inh
- CCn1cc(C(=O)NCc2ccc(C)cc2)c(=O)c2cc(S(=O)(=O)N(C)C3CCCCC3)ccc21
  -26%, /, 0, 40%[activator], -6%, 9%, -10%, -4%[59 µM], ?
- Cc1cc(C)c(NC(=O)CSc2nc3ncc(Br)cc3[nH]2)c(C)c1
  -2%, -12%[57.1 µM], -3, 59%[activator], 4%, 5%, -15%, 54%, 3%
- COc1ccc(-c2noc(CCC(=O)N3CCN(c4ccccc4OC)CC3)n2)cc1
  -8%, /, 1, 19%, 9%, 1%, -23%, /, 4%
- Cc1nc(N2CCN(c3ccccc3)CC2)nc2c1C(=O)CC(C)C2 (centres undefined)
  -7%, -7%, -1, 22%, 6%, 6%, -34%, -34%, -3%
- CCCCCOc1ccc(NC(=O)C(=O)NCCCn2ccnc2)cc1
  -9%, -7%, 2, 19%, -4%, -7%, -27%, 0%[12.7 µM], 0%
- NS(=O)(=O)c1cccc(NC(=O)CSc2nnnn2-c2ccccc2)c1
  -19%, -7%, 7, 17%, -2%, 1%, -9%, 16%[12.7 µM], -1%
- COCCN(Cc1ccccc1)C(=O)c1cccc(S(=O)(=O)N(C)c2c(C)n(C)n(-c3ccccc3)c2=O)c1
  -18%, -4%, 0, 27%, -1%, -1%, -13%, -8%, -2%
- COc1cccc(CNC(=O)COC(=O)CCCNC(=O)c2ccc(Cl)cc2)c1
  -17%, 8%, 3, 20%, 0%, -6%, -14%, 17%[12.7 µM], -1%
- O=c1c2ccccc2cnn1-c1ccc(Cl)cc1
  3%, 5%, 3, 17%, 1%, i, -4%, -6%, 2%
- CCOC(=O)CCC(NC(=O)CCC(=O)NC(CCC(=O)OCC)C(=O)OCC)C(=O)OCC (centres undefined)
  -4%, -1%, 1, 38%, 7%, 0%, 10%[57.1 µM], 2%[59 µM], -1%
- CCOC(=O)C1CCCN(S(=O)(=O)c2cc(Br)cc3c2N(C(=O)CC)CC3)C1 (centres undefined)
  -5%&-22%, -1%&2%, 0&1, -2%&36%, 0%&0%, 0%&9%, -4%&-4%, 17%, 0%&-4%
- COCc1cc(C)nc(SCC(=O)Oc2ccc(Cl)cc2)c1C#N
  -25%, 177%[activator], 3, 145%[activator], -5%, 3%, 114%[activator], 153%[activator], 23%
- CCOc1ccc(C2Nc3ccccc3C(CC)(CC)O2)cc1 (centres undefined)
  -19%, 3%, -1, 34%, 1%, -3%, -1%, 30%, 7%
- COc1cc(NC(=O)CN2C(=O)c3ccccc3Sc3ccc(C(=O)N4CCCC4)cc32)cc(OC)c1
  ?, 1%, -13, 28%, 1%, 0%, -22%, ?, 53%[activator]
- CC(C)COc1ccc(CNC(=S)Nc2ccccc2)cc1Cl
  -26%, -14%, 5, 88%[activator], 0%, -3%, -11%, 11%, ?

Next part; the last 3 above are carried over.
Every second line gives: POLH inh, BAZ2B block, PI4K2A block, HP1b chromo inh, GLS inhibitor, Tb PGK inh, JMJD2A Tudor inh, G9a inh, Pin1 inh
- CCOc1ccc(C2Nc3ccccc3C(CC)(CC)O2)cc1 (centres undefined)
  -19%, 3%, -1, 34%, 1%, -3%, -1%, 30%, 7%
- COc1cc(NC(=O)CN2C(=O)c3ccccc3Sc3ccc(C(=O)N4CCCC4)cc32)cc(OC)c1
  ?, 1%, -13, 28%, 1%, 0%, -22%, ?, 53%[activator]
- CC(C)COc1ccc(CNC(=S)Nc2ccccc2)cc1Cl
  -26%, -14%, 5, 88%[activator], 0%, -3%, -11%, 11%, ?
- Cc1ccc(-n2nnnc2SCC(=O)Nc2nc(-c3ccc(F)cc3)cs2)cc1C
  -10%, -1%, 0, 24%, 4%, /, -19%, -2%, 3%
- O=C1CCCc2ccccc2N1Cc1cccc(Cl)c1
  -21%, 22%, -1, 65%, -6%, -7%, 21%, 53%[activator], ?
- Cc1ccc2cc(C#N)c(N3CCN(C(=O)c4cccs4)CC3)nc2c1
  14%, 8%, 4, 70%[activator], -4%, 4%, 7%, 2%, -16%
- CCN(CC)C(=O)c1ncn(Cc2ccccc2)c1C(=O)N(CC)CC
  -5%, 4%, -1, 22%, 1%, -9%, -23%, 9%[0.501 µM], -8%
- O=C(CN1CCN(c2ccc(O)cc2)CC1)NC(=O)NCc1ccco1
  ?, -36%, -7, ?, -22%, i, -13%[57.1 µM], 7.9µM*, -1%
- NC(=O)c1ccccc1NC(=O)CS(=O)(=O)Cc1ccccc1
  -9%, 62%[activator], 4, -16%, 28%, -8%, -17%[11.4 µM], -28%, 3%
- N#CC1(NC(=O)COc2ccc(C(N)=O)cc2)CCCC1
  -5%, /, -4, 24%, 1%, i, -7%, /, 0%
- Cc1nnn(-c2nonc2N)c1C(=O)NNC(=O)c1ccc(Cl)c(Cl)c1
  2%, -37%, -2, 17%, 9%, i, -17%, -9%, 13%
- CC1=C(/C=C/C(C)=C/C=C/C(C)=C/C(=O)Nc2ccc(O)cc2)C(C)(C)CCC1
  -13%, -31%, 3&3&-6&0, ?, 0%&-5%&10%, -4%&-1%, 50µM*, 13µM*!, -3%&-3%
- CCOc1ccccc1CNC(=O)c1ccc2c(c1)sc1nc(-c3cccc(OC)c3)cn12
  3%, -13%, -4, 14%, -9%, -1%, -17%, ?, 1%
- Cc1cccc(Cc2nnc(NC(=O)c3cccc(S(=O)(=O)N4CCOCC4)c3)s2)c1
  5%, 7%, 3, 32%, -2%, -8%, -7%, ?, 25%
- CCOC(=O)COc1ccc(F)cc1C(=O)c1ccn2nc(-c3ccc(C)cc3)cc2n1
  -19%, -14%, -5, 55%[activator], -7%, -2%, -9%, 26%[59 µM], 4%
- O=C(N/N=C\c1ccc(Sc2ccccn2)o1)c1cccc(F)c1
  -12%, 3%[57.1 µM], -2, 36%, -2%, -4%, -12%, 40%[activator], 4%
- COc1nonc1NCn1nc(C)cc1C
  -10%, -3%, 1, 11%, -1%, -1%, -10%, -2%[12.7 µM], 4%
- Cc1ccc(N(Cc2cccs2)C(=O)c2ccccc2[N+](=O)[O-])cc1
  -15%, -37%, -2, 4%, 4%, 0%, -25%, -33%[59 µM], -1%

Every second line gives: POLH inh, BAZ2B block, PI4K2A block, HP1b chromo inh, GLS inhibitor, Tb PGK inh, JMJD2A Tudor inh, G9a inh, Pin1 inh
- CCN(CC(=O)Nc1c(F)cccc1F)C(=O)c1cccc(S(=O)(=O)N(C)c2ccccc2)c1
  -25%, 6%, 0, 22%, -3%, 2%, -9%, 16%[12.7 µM], -8%
- COc1ccc(N2CCN(C(=O)C3CCN(S(=O)(=O)c4ccc5c(c4)oc(=O)n5C)CC3)CC2)cc1
  -12%, -18%, -2, 6%[57 µM], 27%, -1%, -11%, -23%, 2%
- CCOC(=O)c1oc2nc(C(C)C)c3c(c2c1N)CCC3
  -17%, -10%, 1, 58%[activator], -3%, 11%, -18%, ?, -9%
- CCOc1ccc(NC(=O)NNC(=O)c2ccc3ccccc3c2O)cc1
  -15%, -13%, -9, 22%, 14%, i, -24%, /, -5%
- CN=c1sc2ccccc2n1CC(O)c1ccccc1 (centres undefined)
  -3%, 9%, -1, 45%[activator], -13%, -5%, -8%, -7%[0.501 µM], 4%
- CS(=O)(=O)N1CCCC(C(=O)NCc2ccccn2)C1 (centres undefined)
  -3%, -8%, 0, 44%[activator], -3%, 0%[11.5 µM], -8%, 24%[59 µM], -6%
- COc1cc(CO)ccc1OCC(=O)Nc1ccc(Br)cc1
  -4%, -5%, -2, 38%, -11%, -1%, -23%, /, -3%
- COc1ccccc1C(=O)Nc1sc2c(c1C(N)=O)CCCC2
  -3%, 8%, 2, 39%, 1%, 5%, -8%, 6%, 0%
- O=C(CN(C(=O)c1csnn1)c1ccccc1F)NC1CCCCC1
  -18%, 3%, -1, -13%, -7%, -4%, 2%, 3%, -5%
- COC(=O)C(C)SC1=N/C(=C/c2ccc(-n3cncn3)cc2)C(=O)N1 (centres undefined)
  -25%, -25%, 3, 48%[activator], 0%, -5%, 1%, 2%, 5%
- CCc1ccc(Nc2ncccc2C#N)cc1
  -20%, 36%, 6, 76%[activator], -4%, -2%, 33%, 56%[activator][12.7 µM], -6%
- Cc1ccc(CN(C(=O)c2ccccc2F)c2ccccn2)o1
  -23%, ?, -3, 10%, ?, 8%, -26%, -31%[59 µM], ?
- COc1ccc(C(=O)NC2CC2)cc1OC1CCN(Cc2ccc(F)cc2)CC1
  -2%, 0%, 1, 1%, 10%, i, -11%, -3%, -13%
- N#C/C(=C/C1=C(N2CCOCC2)C(=C/c2ccccc2)/CC1)C(=O)Nc1ccccc1F
  ?, /, 0, 5µM*, 2%, 2%, 10µM*, /, ?
- CC(C)CCn1c(SCCN2CCOCC2)nc2c1c(=O)[nH]c(=O)n2C
  -4%, -2%, -4, 4%, 8%, -6%, ?, -26%, 4%

Every second line gives: POLH inh, BAZ2B block, PI4K2A block, HP1b chromo inh, GLS inhibitor, Tb PGK inh, JMJD2A Tudor inh, G9a inh, Pin1 inh
- O=c1n(Cc2ccccc2Cl)c2ccccc2c2nc(-c3ccccc3)nn12
  -20%, -24%, 11, 46%[activator], 6%, -8%, -3%, -4%[59 µM], -4%
- Cc1cc(C)cc(NC(=O)Cn2c(=O)n(Cc3ccc4c(c3)OCO4)c(=O)c3oc4ccccc4c32)c1
  -16%, -11%, 2, 26%, 7%, -5%, -6%, -7%[59 µM], ?
- Cc1ccnc(NC(=O)CCCc2ccccc2)c1
  -2%, -5%, 5, 45%[activator], 0%, i, -6%, ?, -2%
- O=C(CSc1nnc(C2CC2)n1C1CC1)c1ccc(F)c(F)c1
  1%, 15%, 6, 21%, 0%, 0%, -35%, -16%[59 µM], 1%
